Screening results from PubChem.
MEX-5 binding – MEX-5 zinc finger RNA-binding disruptors – biochemical, C. elegans, fluorescence polarization, MLPCN library, primary screen; Zinc finger protein mex-5 (Caenorhabditis elegans), Q9XUB2; MEX-5/FITC-TCR2 RNA binding; active compounds read low; activity score (negative = inhibition of binding), % at 10 µM; actives 0.38% (n = 300,000);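 active = inhibition past about -25% in most replicates, and total fluorescence under double the plate's negative control median, limit read from the data; inconclusive = replicates evenly split on the limit, or fluorescence at least double controls; inactive = too little inhibition in most replicates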;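 note: 0% = DMSO and -100% = 5 µM competing unlabeled TCR2 RNA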
Target sequence (Q9XUB2 whole entry, looked up): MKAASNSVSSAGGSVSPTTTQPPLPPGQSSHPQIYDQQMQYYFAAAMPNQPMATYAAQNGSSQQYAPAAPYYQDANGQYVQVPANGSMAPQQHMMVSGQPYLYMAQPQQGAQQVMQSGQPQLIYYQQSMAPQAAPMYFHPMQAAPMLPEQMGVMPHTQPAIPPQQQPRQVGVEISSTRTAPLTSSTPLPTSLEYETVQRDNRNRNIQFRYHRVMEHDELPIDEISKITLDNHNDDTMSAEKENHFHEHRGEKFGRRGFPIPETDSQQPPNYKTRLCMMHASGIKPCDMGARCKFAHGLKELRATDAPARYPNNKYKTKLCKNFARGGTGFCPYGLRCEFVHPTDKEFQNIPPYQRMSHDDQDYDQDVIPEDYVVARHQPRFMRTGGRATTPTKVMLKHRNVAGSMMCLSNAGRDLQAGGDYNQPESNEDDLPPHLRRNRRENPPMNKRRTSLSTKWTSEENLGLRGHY
An asterisk follows results filed as active; ? = inconclusive; & = joins results of further samples. The list is partial; the hit share may differ from the screen's.

MEX-5 binding | SMILES
2.4 | COc1cccc(C(=O)Oc2ccccc2/C=C\C(=O)c2cc3ccccc3o2)c1
3.8 | CCOC(=O)Cn1cnc([N+](=O)[O-])n1
1.2 | COc1cccc(CNc2ncnc3cc(Cl)ccc23)c1
1.5 | CCc1ccc(S(=O)(=O)ON2C(=O)c3ccccc3C2=O)cc1
-3.1 | COc1cccc(/C=N/Nc2nccnc2Cl)c1O
3.8 | CC(C)CCn1cnc2c(c1=O)c1nc3ccccc3nc1n2Cc1ccc2c(c1)OCO2
5.8 | CCc1ccc2[nH]c(=O)c(CN(Cc3ccc(OC)cc3)Cc3nnnn3CCOC)cc2c1
-0.4 | Nc1sccc1C(=O)c1ccc(Cl)cc1
-1.9 | O=C(Cn1ncc2c(=O)oc3ccccc3c21)Nc1nc2ccccc2s1
0.7 | CCc1c(C(C)O)oc2ccc3c(C)cc(=O)oc3c12 (stereo not drawn)

New compounds follow.
MEX-5 binding | SMILES
0.8 | CCc1ccc(S(=O)(=O)/N=C2\C=C(NS(=O)(=O)c3ccccc3)C(=O)c3ccccc32)cc1
-0.1 | COc1ccc(-n2c(SCC(=O)N3CCCCC3)nc3ccccc3c2=O)cc1
0.4 | Cc1noc(C)c1CSc1ncnc2sc3c(c12)CCC3
0.7 | CCN(C(=O)c1cccc(S(=O)(=O)N2CCCCC2)c1)C1CCS(=O)(=O)C1 (stereo not drawn)
-4.6 | O=C(CCl)Nc1ccc(N=Nc2ccccc2)cc1
-0.4 | O=C(NNC(=O)c1ccccc1C(=O)O)c1ccc(S(=O)(=O)N2CCCCC2)cc1
-0.1 | O=c1cc(-c2ccco2)oc2ccc(Cl)cc12
-0.8 | Cc1nnc2sc(-c3ccc(N(C)C)cc3)nn2c1=O
-0.6 | CCOC(=O)c1ccc2ncc(-c3ccccc3)nc2c1
-5.2 | CCCCC1=CC2=C(c3ccco3)C(=O)C(C)(OC(=O)c3ccc(OC)cc3)C(=O)C2=CN1Cc1ccc(OC)cc1 (stereo not drawn)

(next part)
MEX-5 binding | SMILES
3.6 | COc1ccc(-c2cnc(SCC(=O)Nc3ccc4c(c3)OCO4)n2Cc2ccco2)cc1
-0.2 | CNC(=O)c1nnsc1S(=O)c1ccc(Cl)cc1 (stereo not drawn)
1.8 | Cc1ccc(OCc2cc(C(=O)NCc3cc(F)ccc3C)no2)cn1
-1.8 | CC(C)OC(=O)CNc1n[nH]c(=S)[nH]c1=O
-8.1 | C=CCN1C(=O)C(C)NC1=S (stereo not drawn)
-2.1 | Cc1ccc(N2CC(C)Cn3c2nc2c3c(=O)[nH]c(=O)n2C)cc1 (stereo not drawn)
2.1 | CCOC(=O)c1cnc(-n2nc(C)cc2C)nc1Nc1ccc(C)cc1
-0.9 | CC(=O)c1sc(Nc2nc3cc4c(cc3s2)OCO4)nc1C
1.9 | CCn1c(=O)c2cc(C(=O)N3CCCC3)sc2c2ccccc21
-1.1 | COc1cc2c(=O)nc3n(c2cc1OC)C(c1ccccc1)N=C(N)N3 (stereo not drawn)

Continuation.
MEX-5 binding | SMILES
-26* | Cc1ccc(/C=C2/C(=O)c3ccc(C(=O)O)cc3C2=O)o1
-2.8 | O=C1CC(N2CCN(c3ccc(F)cc3)CC2)C(=O)N1Cc1ccc(N2CCCC2=O)cc1 (stereo not drawn)
1.2 | CC(C)(C)C1CCc2sc(C(=O)NNC(=O)CCl)cc2C1 (stereo not drawn)
-0.7 | COc1ccc(CCC(=O)N2CCN(c3ccc(OC)cc3)CC2)cc1
2.2 | COc1ccccc1CNc1ncnc2cc(Cl)ccc12
-7.8 | O=C1N=c2ccccc2=C1c1sc(=S)n(NC(=O)c2cccc(O)c2)c1O
0.7 | CC(C)NC(=O)CSc1nc2ccccc2n1CC(=O)N(C(C)C)C(C)C
0.3 | CCOc1ccc(C(=O)Nc2cc(NC(=O)c3ccc(OCC)c(Cl)c3)cc(C(=O)O)c2)cc1Cl
1.6 | COC(=O)CSc1nc2sc3c(c2c(=O)n1-c1ccc(OC)cc1)CCN(C)C3
-0.4 | COC(C(=O)NNS(=O)(=O)c1ccccc1[N+](=O)[O-])c1ccccc1 (stereo not drawn)

(listing goes on)
MEX-5 binding | SMILES
-0.1 | OC(COc1c(Br)cc(Br)cc1Br)CN1CCOCC1 (stereo not drawn)
2.2 | CCN(CC)c1ccc(/C=N/NC(=O)c2ccc3c(c2)OCCO3)cc1
-47* | CCOC(=O)C1=C(O)/C(=C/c2cn(CC(=O)N3CCCC3)c3ccccc23)SC1=Nc1ccccc1
-2.9 | CC(NC(=O)Cn1nnc(-c2ccncc2)n1)c1ccccc1 (stereo not drawn)
-2.3 | C=C(C)CNC(=S)Nc1cccc(N)n1
0.0 | CN(C)CCCN1C(=O)C(=O)/C(=C(/O)c2ccncc2)C1c1cccnc1 (stereo not drawn)
-5.1 | COc1ccc(-n2nc(C(=O)NCC(=O)Nc3ccccn3)c3ccccc3c2=O)cc1Cl
0.0 | CC(C)c1ccc(N(C(=O)c2snc(C(N)=O)c2N)C(C(=O)NCC2CCCO2)c2ccc(N(C)C)cc2)cc1 (stereo not drawn)
0.4 | c1ccc(-c2oc3ncnc(N4CCOCC4)c3c2-c2ccccc2)cc1
0.5 | CC(C)c1ccc(-n2c(-c3ccccc3)c[n+]3c2CCc2ccccc2-3)cc1

(cont.)
MEX-5 binding | SMILES
0.3 | CCCc1cc(C(=O)Nc2ccc(OC)cc2[N+](=O)[O-])cs1
1.4 | O=C(CN(Cc1cccs1)C(=O)CNS(=O)(=O)c1ccccc1)NCc1ccco1
1.9 | COc1cccc(N(CC(=O)NC2CCCCC2)C(=O)Cn2nnc(-c3ccc(C)o3)n2)c1
-0.3 | CCC(=O)n1nc(-c2cccnc2)nc1NCc1ccccc1
-8.3 | COCCn1c(=NC(=O)c2ccc3c(c2)OCO3)c(C#N)cc2c(=O)n3cccc(C)c3nc21
1.4 | Cc1[nH]n(-c2ccccc2)c(=O)c1/C=C1/C=c2ccccc2=N1
7.5 | N#Cc1ccc(C23CC4(C2)[C@H](CN(CC2CCCCC2)[C@@H]4c2ccccc2)C3c2ccc(C(F)(F)F)cc2)cc1 (stereo partly drawn)
1.5 | CCOc1ncccc1C(=O)OCc1cc(=O)oc2c(C)c(C)ccc12
-1.6 | CN(Cc1ccc(-n2cccn2)cc1)C(=O)c1cnn2c1NC(c1ccco1)CC2C(F)(F)F (stereo not drawn)
-100* | O=[N+]([O-])c1cc(/C=N\Nc2nccs2)ccc1O

New compounds follow.
MEX-5 binding | SMILES
-1.1 | COc1cc(OC)cc(C(=O)c2c(C)c(C#N)c3ccccn23)c1
-1.5 | CCOC(=O)C1CCN(C(=O)c2ccc(OC3CCN(C(=O)COC)CC3)cc2)CC1
-5.4 | COc1ccc(O[C@H]2C=C[C@@H](c3ccccc3)O[C@@H]2COC(=O)CC/C(C)=N/O[C@@H](C)c2cc(-c3c(C)cc(C)cc3C)no2)cc1
-1.1 | Cc1nc2ncccn2c1-c1csc(Nc2ccc(N(C)C)cc2)n1
2.7 | CC(C)(C)NC(=S)NC(C)(C)C
1.1 | O=C(Nc1ccnn1C1CCN(C2CCCCC2)CC1)c1cccc(F)c1
-2.6 | CCC(=O)Nc1ccc(NC(=O)CSc2nnnn2C2CCCC2)cc1C
-0.1 | CSc1ccc(C(=O)N2CCC(CCC(=O)NCc3ccc(F)cc3)CC2)cc1
1.7 | CN=C1c2cc3cc(OC)ccc3n2CCN1Cc1ccccc1
-3.9 | CCN(CC)S(=O)(=O)c1ccc2c(c1)c(=O)c(C(=O)NCCc1ccc(OC)c(OC)c1)cn2C

The listing continues:
MEX-5 binding | SMILES
2.4 | CCN1CCN(c2cc(C)c3cc(NC(=S)N4CC(C)CC(C)C4)ccc3n2)CC1 (stereo not drawn)
-3.5 | CCn1cc(/C=C(\NC(=O)c2ccc(OC)c(OC)c2)C(=O)NCCCN2CCOCC2)c2ccccc21
-1.0 | COc1ccccc1CN1CCCC(C(=O)N(C)Cc2ccccc2)C1 (stereo not drawn)
0.6 | COc1cccc(CNC(=O)C2CCN(S(=O)(=O)c3ccc(F)cc3)CC2)c1
6.2 | CC(=O)NC1=NC(=O)/C(=C/c2cc(C)n(-c3cccc(C(=O)O)c3)c2C)S1
3.5 | CC(=O)Nc1c(-c2cc(=O)oc3cc(C)ccc23)oc2ccccc12
-0.8 | CC(C)c1nc(SCC(=O)N2CCN(c3ccccc3)CC2)c2c(=O)n(C)c(=O)n(C)c2n1
-0.3 | O=C(Nc1ccccc1)Nc1ncc([N+](=O)[O-])s1
? | CCCCN1/C(=C/c2ccc3ccccc3[n+]2CC)Sc2ccccc21
1.2 | Cc1noc(NS(=O)(=O)c2ccc(NC(=O)c3oc4ccc(F)cc4c3C)cc2)c1C

Other entries.
MEX-5 binding | SMILES
-2.4 | CC(C)CC(=O)Nc1nc(-c2ccc(S(=O)(=O)N3CCOCC3)cc2)cs1
1.4 | COc1ccc(Cn2nnnc2C(c2ccccc2Cl)N2CCN(C3CCCC3)CC2)cc1 (stereo not drawn)
1.8 | CCCN1CCc2c(sc3nc(SCC)n(-c4ccc(OC)cc4)c(=O)c23)C1
-0.8 | CCCOC(=O)Cn1c(=O)c2cc3c(=O)n(CC(=O)OCCC)c(=O)c3cc2c1=O
2.3 | COC(C[C@H]1O[C@H]1[C@@H](O)COCc1ccccc1)OC
-8.5 | Cc1ccc(C2=NN(S(=O)(=O)c3ccccc3)C(c3ccccc3O)C2)cc1 (stereo not drawn)
1.1 | COc1ccc(-c2nnc(Nc3ccc(S(=O)(=O)Nc4nccs4)cc3)c3ccccc23)cc1
1.3 | O=C(c1ccccc1)N1CCSc2sccc2C1=O
-4.1 | CNc1nc2c(c(=O)[nH]c(=O)n2C)n1CCOC
-1.0 | CCC(=O)N1CCN(c2ccc(NC(=O)c3ccc(-c4ccccc4)cc3)cc2)CC1

(list continues)
MEX-5 binding | SMILES
1.6 | Cc1nc(-c2ccccc2)sc1C1(C)CC(c2cccnc2)=NO1 (stereo not drawn)
-8.9 | CC1=Nc2ccc(C)cc2/C1=C/c1c(N)n2c(S(=O)(=O)C(C)C)nsc2nc1=O
1.8 | Nc1ccc2c(c1)OC1(CCCCC1)O2
-2.1 | CCOc1ccccc1N=Cc1c(O)n(C)c(=O)n(C)c1=O
-1.9 | COc1ccc(N2CCN(c3nc4c(C)cccn4c(=O)c3C=C(C#N)C#N)CC2)cc1
-4.2 | CCS(=O)(=O)c1ccc(N=Nc2ccc(O)c3ncccc23)c(OC)c1
-3.6 | CSc1nc(SCC(=O)O)c2sc3nc(-c4ccccc4)c4c(c3c2n1)CCC4
-3.5 | COc1ccc2c(c1)c(C(C)=O)c(C)n2-c1ccc(C(C)=O)cc1
2.1 | CCN(C(=O)c1ccc(S(=O)(=O)N2CCOCC2)cc1)C1CCS(=O)(=O)C1 (stereo not drawn)
? | COc1cc(/C=N\Nc2ccc([N+](=O)[O-])cc2)ccc1OCC(=O)Nc1ccc(C)c(C)c1

In another format: entries from further up
| SMILES | MEX-5 binding |
| --- | --- |
| CCOc1ccccc1N=Cc1c(O)n(C)c(=O)n(C)c1=O | -2.1 |
| COc1cc(/C=N\Nc2ccc([N+](=O)[O-])cc2)ccc1OCC(=O)Nc1ccc(C)c(C)c1 | ? |
| COc1ccc2c(c1)c(C(C)=O)c(C)n2-c1ccc(C(C)=O)cc1 | -3.5 |
| COc1ccc(N2CCN(c3nc4c(C)cccn4c(=O)c3C=C(C#N)C#N)CC2)cc1 | -1.9 |
| Cc1nc(-c2ccccc2)sc1C1(C)CC(c2cccnc2)=NO1 (stereo not drawn) | 1.6 |

(next part)
MEX-5 binding | SMILES
-0.5 | Cc1ccc(C2CC(=O)c3cnc(NC(=O)c4ccco4)nc3C2)cc1 (stereo not drawn)
2.7 | CCOC(=O)c1cnc2scnn2c1=O
-0.3 | COc1ccc(N2CCN(CCNC(=O)c3ccc4nc5ccccc5c(=O)n4c3)CC2)cc1
-1.6 | O=C(CN1C(=O)CCS(=O)(=O)c2ccccc21)Nc1ccc2c(c1)OCCO2
-1.4 | Nc1cccc2c1C(=O)N(C(=O)/C=C/c1cccc(Br)c1)C2=O
-0.4 | CC1(c2ccc([N+](=O)[O-])cc2)CC(C)(C)N(C(=O)c2ccccc2)c2ccccc21 (stereo not drawn)
3.2 | CCOC(=O)CNS(=O)(=O)c1cc(-c2n[nH]c(=O)c3ccccc23)ccc1C
-2.8 | CN(C=O)CP(=O)(O)CN1CCCCC1
-4.7 | O=c1[nH]c(-c2ccc(Cl)cc2)nc2c1cnn2-c1ccccc1
30 | CC[n+]1ccccc1/C=C/c1ccc(N(C)C)cc1

In the list so far, 2 contain a tert-butyl group:
MEX-5 binding | SMILES
1.2 | CC(C)(C)C1CCc2sc(C(=O)NNC(=O)CCl)cc2C1 (stereo not drawn)
2.7 | CC(C)(C)NC(=S)NC(C)(C)C

The list continues:
MEX-5 binding | SMILES
1.6 | Cc1ccc(SC[C@H](CC(C)C)N2CCN(CCc3ccccc3)CCC2=O)cc1
0.3 | COc1ccc2cc(-c3cc(C(=O)OCC(=O)Nc4c(C)n(C)n(-c5ccccc5)c4=O)c4ccccc4n3)ccc2c1
0.5 | COCC(=O)N1CCC(Oc2ccc(C(=O)N3C[C@@H]4CCC[C@H]3C4)cc2)CC1
-1.5 | COc1ccc(Nc2nc(OC)nc(N3CCN(c4ccc(OC)cc4)CC3)n2)cc1
0.6 | C/C(Cl)=C/Cn1c(SCc2ccc(Cl)cc2)nc2c1c(=O)[nH]c(=O)n2C
-3.0 | COc1ccccc1-c1ocnc1C(=O)Nc1ccc(N2CCOCC2)cc1N1CCOCC1
-1.8&2.2 | CC(Sc1ccc2ccccc2n1)C(=O)O (stereo not drawn)
-3.9 | CCn1cc(C2=NOC(C(=O)Nc3c(C)nn(Cc4ccc(F)cc4)c3C)C2)c(C)n1 (stereo not drawn)

Ordered by the number under MEX-5 binding (ascending): some entries from above.
molecule,MEX-5 binding
Cc1ccc(/C=C2/C(=O)c3ccc(C(=O)O)cc3C2=O)o1,-26*
CC(C)NC(=O)CSc1nc2ccccc2n1CC(=O)N(C(C)C)C(C)C,0.7
O=C(Nc1ccnn1C1CCN(C2CCCCC2)CC1)c1cccc(F)c1,1.1
